Source: PubChem
RGS4 inh – human RGS4 inhibition | P49798 | Potency, µM (series often up to 114 µM), for the others: top-dose activity change, negative = inhibition, hits mostly inhibitors | AID 504845 | Transcreener GDP fluorescence polarization, RGS4-accelerated GTP hydrolysis | 390,000 tested, 0.039% active; also: potency is read from the fitted curve at half-maximal effect; % is scaled to controls: 0 for no effect and ±100 for the full control effect; nearly all actives have a fitted effect of over 75% in size; some results filed as inactive show a strong effect at the top dose
Target sequence (P49798 whole entry, looked up): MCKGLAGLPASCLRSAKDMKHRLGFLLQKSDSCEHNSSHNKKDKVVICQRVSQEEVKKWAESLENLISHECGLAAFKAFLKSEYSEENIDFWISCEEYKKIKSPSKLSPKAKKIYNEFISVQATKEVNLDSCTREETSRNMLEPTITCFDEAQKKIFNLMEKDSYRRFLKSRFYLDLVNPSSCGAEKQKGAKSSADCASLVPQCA
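MLSMR compounds (23 nl, pin-transferred) preincubated 10 min at room temperature with a 500nM (2x) first reagent, then RGS4 at 900nM (2x) plus Transcreener GDP mix added; fluorescence polarization (620/688 nm) read before and after 90 min at 30 °C.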
12-LOX inh – inhibitors of human 12S-lipoxygenase ALOX12. P18054. purified 12hLO, xylenol orange hydroperoxide absorbance. Potency, µM (doses to about 108 µM), without a hit: top-dose activity change, negative = inhibition, usual class: inhibitors. 580,000 tested, 1.1% active. AID 1671190; also: potency is read from the fitted curve at half-maximal effect; % is scaled to controls: 0 for no effect and ±100 for the full control effect
Target sequence (P18054 whole entry, looked up): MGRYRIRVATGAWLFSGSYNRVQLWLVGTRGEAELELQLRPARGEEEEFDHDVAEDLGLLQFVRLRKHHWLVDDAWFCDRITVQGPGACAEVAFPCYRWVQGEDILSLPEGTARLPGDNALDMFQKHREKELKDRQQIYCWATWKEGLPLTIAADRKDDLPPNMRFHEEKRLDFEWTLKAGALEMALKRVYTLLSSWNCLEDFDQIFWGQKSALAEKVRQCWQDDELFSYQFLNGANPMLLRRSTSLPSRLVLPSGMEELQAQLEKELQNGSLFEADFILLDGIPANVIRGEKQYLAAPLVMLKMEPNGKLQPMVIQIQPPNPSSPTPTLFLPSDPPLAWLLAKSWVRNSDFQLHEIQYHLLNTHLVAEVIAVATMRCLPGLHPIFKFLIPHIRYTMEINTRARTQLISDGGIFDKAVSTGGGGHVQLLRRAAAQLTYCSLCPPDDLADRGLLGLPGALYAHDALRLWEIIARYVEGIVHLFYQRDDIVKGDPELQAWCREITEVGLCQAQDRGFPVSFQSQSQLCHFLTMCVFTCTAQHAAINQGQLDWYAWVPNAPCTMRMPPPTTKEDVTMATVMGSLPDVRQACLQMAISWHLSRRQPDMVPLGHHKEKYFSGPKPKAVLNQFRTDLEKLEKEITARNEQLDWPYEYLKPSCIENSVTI
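Purified human 12hLO at 150 nM in 25 mM Hepes, 0.01% Triton X-100, pH 7.0, preincubated 15 min at room temperature with compound. Reaction started with 40 uM arachidonic acid, 30 min at room temperature. Hydroperoxide measured by Fe-xylenol orange, 573/405 nm absorbance ratio.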
PI4K2A block – PI4K2A (human) kinase inhibition | purified PI4K2A, ADP-Glo luminescence, 1 h; hits give low values | activity change, negative = inhibition, % at 76.9 µM | 420,000 tested, 0.13% active; in the data active = activity change below about -50%; inconclusive = mostly about -30% to -49%;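 also: -100% = wells without enzyme as full effect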
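In this quantitative HTS, ADP production by PI4K2A was quantified luminescently after 1 h at ambient temperature; 100 microM adenosine served as plate-quality control.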
ERG Ets-DNA blk – ERG Ets/DNA interaction inhibition; AID 624246; fluorescence polarization, His-ERG Ets domain / labelled DNA; Potency, µM (doses to about 76.9 µM), for the others: top-dose FP activity, negative = inhibition, usual class: inhibitors; 370,000 tested, 0.028% active; P11308; active = well fitted inhibition curve with a large enough effect in the polarisation, with a control signal flat; inconclusive = small, poorly fitted or top-dose-only effect, or effect the other way, or a change in a side signal; inactive = no such curve, though single readings can be large or run the other way; the % refers to the polarisation;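 also: polarization taken with two DNA probes labelled with fluorescein and Texas red; potency is read from the fitted curve at half-maximal effect; % of control where 0% means no effect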
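His-tagged ERG Ets domain (1 uM in the protein solution; 300mM KCl, 50mM Tris-HCl, 1mM EDTA, 1mM DTT, pH 7.5) received compound, then a probe mix of 5 nM fluorescein-DNA and 100nM Texas-615-DNA. Fluorescence polarization was read for both dyes.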
JMJD2A Tudor – blocks the human JMJD2A Tudor domain. O75164. Potency, µM (top dose mostly 114 µM), for the others: top-dose activity change, negative = inhibition, hits mostly inhibitors. AlphaScreen JMJD2A-Tudor / H3K4me3 peptide binding. 390,000 tested, 4.4% active; also: potency is read from the fitted curve at half-maximal effect; % is scaled to controls: 0 for no effect and ±100 for the full control effect; nearly all actives have a fitted effect of over 50% in size
HP1b chromo inh – blocks HP1-beta chromodomain binding to methylated histone tails | P83916 | AlphaScreen HP1-beta / biotin-H3K9me3 peptide binding | Potency, µM (doses to about 114 µM), without a hit: top-dose activity change, negative = inhibition, most hits filed as inhibitors | 390,000 tested, 0.56% active | AID 540317; also: potency is read from the fitted curve at half-maximal effect; nearly all actives have a fitted effect of over 70% in size; inactives centre near 23
Target sequence (P83916 whole entry, looked up): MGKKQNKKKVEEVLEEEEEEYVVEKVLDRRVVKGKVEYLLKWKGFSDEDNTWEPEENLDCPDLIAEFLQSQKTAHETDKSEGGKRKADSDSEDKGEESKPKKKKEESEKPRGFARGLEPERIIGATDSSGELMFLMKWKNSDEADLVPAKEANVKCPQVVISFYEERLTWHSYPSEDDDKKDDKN
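HP1-beta protein (50 nM final) preincubated 30 min at room temperature with biotinylated H3(1-18)K9me3 peptide (50 nM) in PBS pH 7.4, 0.01% Tween-20, then compound added for 30 min. AlphaScreen streptavidin donor/nickel chelate acceptor beads (10 ug/mL final), 30 min dark, luminescence read.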
G9a inh – inhibitors of human histone lysine methyltransferase G9a. Q96KQ7. G9a H3K9 monomethylation, AlphaScreen, 2 h. Potency, µM (top dose mostly 102 µM), for inactives: at the highest dose activity, negative = inhibition, hits mostly inhibitors. 350,000 tested, 8.8% active. AID 504332; also: potency is read from the fitted curve at half-maximal effect; % is scaled to controls: 0 for no effect and ±100 for the full control effect; nearly all actives have a fitted effect of over 75% in size
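AlphaScreen detection with an anti-monomethyl H3K9 antibody quantified product after a 2 h room-temperature reaction containing 500 nM biotinylated H3K9 peptide, 20 µM SAM and 20 nM enzyme, which had been preincubated 15 min with compound.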
GLS inh – glutaminase GLS (human) inhibition; O94925; GLS enzymatic activity, qHTS titration; Potency, µM (highest dose often 45.5 µM), for the others: top-dose activity change, negative = inhibition, actives largely listed as inhibitors; 410,000 tested, 0.21% active; also: potency is read from the fitted curve at half-maximal effect; % is scaled to controls: 0 for no effect and ±100 for the full control effect
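Read-out is an Amplex red fluorescence increase coupled through glutamate oxidase and HRP, measured before and after 30 min room-temperature incubation. hKGA is in 45 mM KH2PO4 (pH 8.2) with 0.02% Tween-20; glutamine added as 1mM solution.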
BAZ2B inh – inhibitors of human BAZ2B bromodomain | AlphaScreen BAZ2B-H3K14Ac peptide displacement | Potency, µM (top dose mostly 114 µM), without a hit: at the top dose activity change, negative = inhibition, usual class: inhibitors | 360,000 tested, 4.4% active; also: potency is read from the fitted curve at half-maximal effect; % is scaled to controls: 0 for no effect and ±100 for the full control effect; nearly all actives have a fitted effect of over 60% in size
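AlphaScreen displacement of biotin-H3(5-23)K14Ac peptide (50 nM final) from BAZ2B (50 nM final) in PBS pH 7.4, 0.01% Tween-20; complex preformed 30 min RT, then compounds (top 110 uM) 30 min RT, beads 20 min dark.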
The depositor's hits bear a star; [ ] = another dose, or the depositor's remark. Unless noted, calls follow the shape of the dose curve; as a rule, active = well fitted curve in the direction sought with a large enough effect; inconclusive = small, poorly fitted or top-dose-only effect, or another doubt; inactive = no such curve, though single readings can be large; an effect the other way counts as inactive or inconclusive. The list is partial (hit frequency here may not be typical).

Screening CC1CC(C)CN(S(=O)(=O)c2ccc(C(=O)NCCCn3ccnc3)cc2)C1 (stereo unspecified) returned RGS4 inh -23%, PI4K2A block -3, ERG Ets-DNA blk -3%, JMJD2A Tudor -23%, HP1b chromo inh 36%, G9a inh -22%[59 µM], GLS inh -3% and BAZ2B inh -28%.
CC1CCN(c2nc(-c3ccccc3)c(C#N)c(=O)[nH]2)CC1 was read as RGS4 inh -2%, 12-LOX inh -5%, PI4K2A block 4, ERG Ets-DNA blk 7%, JMJD2A Tudor -15%, HP1b chromo inh 21%, G9a inh 9%[59 µM], GLS inh 9% and BAZ2B inh 0%.
For COc1ccc(CCC(=O)Nc2nnc(C)s2)cc1 the results were RGS4 inh -3%, 12-LOX inh 0%, PI4K2A block -8, ERG Ets-DNA blk -13%, JMJD2A Tudor -11%, HP1b chromo inh -15% and GLS inh 2%.
Cc1cc(=O)oc2cc(Oc3ncccn3)ccc12 was read as RGS4 inh -30%, 12-LOX inh 37%[activator], PI4K2A block 22, ERG Ets-DNA blk 1%, JMJD2A Tudor 1%, HP1b chromo inh 28%, G9a inh 8%[12.7 µM], GLS inh 0% and BAZ2B inh 6%.
`C=CCN(CC=C)C(=O)Cn1cnc([N+](=O)[O-])n1` gave RGS4 inh -26%, 12-LOX inh -16%, PI4K2A block -2, ERG Ets-DNA blk -4%, JMJD2A Tudor 13%[57.1 µM], HP1b chromo inh 53%[activator], G9a inh 10%[59 µM], GLS inh -4% and BAZ2B inh -4%.
For Cc1cc(C)c2c(-n3cccc3)n[nH]c2n1 the results were RGS4 inh -10%, 12-LOX inh 0%, PI4K2A block -9, ERG Ets-DNA blk 3%, JMJD2A Tudor -27%, HP1b chromo inh 14%, G9a inh 5%, GLS inh 4% and BAZ2B inh -2%.
`COc1ccc(C(=O)Nc2nnc(CCS(=O)(=O)c3ccc(C)cc3)s2)cc1` gave RGS4 inh -3%, 12-LOX inh -3%, PI4K2A block 3, ERG Ets-DNA blk -7%, JMJD2A Tudor -3%, HP1b chromo inh 48%[activator], G9a inh 16%, GLS inh 2% and BAZ2B inh -14%.
O=C(c1ccc2c(Cl)c3c(nc2c1)CCCC3)N1CCN(c2ccc(F)cc2)CC1 was read as RGS4 inh 1%, 12-LOX inh 16%, PI4K2A block 8, ERG Ets-DNA blk 0%, JMJD2A Tudor inconclusive, HP1b chromo inh 4%, G9a inh 9%, GLS inh 5% and BAZ2B inh inconclusive.
For Cc1ccc(C(=O)NC(C)c2ccccc2)o1 (stereo unspecified) the results were RGS4 inh -30%, 12-LOX inh -19%, PI4K2A block -2, ERG Ets-DNA blk -7%, JMJD2A Tudor -16%, HP1b chromo inh 13%, G9a inh -7%[59 µM], GLS inh 1% and BAZ2B inh 10%.
Screening c1csc(-c2nnsc2-c2nc3ccccc3[nH]2)c1 returned RGS4 inh -19%, 12-LOX inh -12%[57.4 µM], PI4K2A block 0, ERG Ets-DNA blk -2%, JMJD2A Tudor -14%, HP1b chromo inh 4%, G9a inh -5%[59 µM], GLS inh -14% and BAZ2B inh 11%.
Screening CCOC(=O)COc1ccc2c3c(c(=O)oc2c1C)CCC3 returned RGS4 inh 6%, 12-LOX inh 0%, PI4K2A block -1, ERG Ets-DNA blk -16%, JMJD2A Tudor 0%, HP1b chromo inh 41%[activator], G9a inh -2%[12.7 µM], GLS inh -8% and BAZ2B inh -1%.
`CCc1ccc(-n2c(SCc3cccc(F)c3)nc3[nH]ncc3c2=O)cc1` gave RGS4 inh 5%, 12-LOX inh inconclusive, PI4K2A block -1, ERG Ets-DNA blk -1%, JMJD2A Tudor -29%, HP1b chromo inh 26%, G9a inh 3%[59 µM], GLS inh 11% and BAZ2B inh -10%.

The final two records of the part before are carried over, then new ones follow:
Screening CCOC(=O)COc1ccc2c3c(c(=O)oc2c1C)CCC3 returned RGS4 inh 6%, 12-LOX inh 0%, PI4K2A block -1, ERG Ets-DNA blk -16%, JMJD2A Tudor 0%, HP1b chromo inh 41%[activator], G9a inh -2%[12.7 µM], GLS inh -8% and BAZ2B inh -1%.
`CCc1ccc(-n2c(SCc3cccc(F)c3)nc3[nH]ncc3c2=O)cc1` gave RGS4 inh 5%, 12-LOX inh inconclusive, PI4K2A block -1, ERG Ets-DNA blk -1%, JMJD2A Tudor -29%, HP1b chromo inh 26%, G9a inh 3%[59 µM], GLS inh 11% and BAZ2B inh -10%.
`CCCOc1ccc(CC(=O)NNC(=S)Nc2ccccc2)cc1Br` gave RGS4 inh -23%, 12-LOX inh inconclusive, PI4K2A block 2, ERG Ets-DNA blk 3%, JMJD2A Tudor -25%, HP1b chromo inh -10%, G9a inh inconclusive, GLS inh 21% and BAZ2B inh 6%.
O=C(NCCc1ccccc1)C(=O)NCC(c1cccnc1)N1CCN(c2ccc(F)cc2)CC1 (stereo unspecified) was read as RGS4 inh -18%, 12-LOX inh -66%, PI4K2A block -4, ERG Ets-DNA blk 1%, JMJD2A Tudor -30%, HP1b chromo inh 16%, G9a inh -48%[59 µM], GLS inh 10% and BAZ2B inh inconclusive.
CC(=O)Nc1ccc(N/C=C/C(=O)c2ccc(Cl)cc2)cc1 was read as RGS4 inh 10%, 12-LOX inh -12%, PI4K2A block 2, ERG Ets-DNA blk 0%, JMJD2A Tudor -9%, HP1b chromo inh 21%, G9a inh -4%, GLS inh -1% and BAZ2B inh -11%.
Screening CCCCNc1nc2ccccc2n1CC(=O)Nc1c(C)cccc1CC returned RGS4 inh -21%, 12-LOX inh -4%, PI4K2A block -4, ERG Ets-DNA blk 0%, JMJD2A Tudor 3%, HP1b chromo inh 33%, G9a inh 15%[59 µM], GLS inh 1% and BAZ2B inh 1%.
Screening CCCCNC(=S)NNC(=O)c1c(Cl)c(C)nn1C returned RGS4 inh -17%, 12-LOX inh 14%, PI4K2A block -1, ERG Ets-DNA blk 8%, JMJD2A Tudor -3%, HP1b chromo inh 31%, G9a inh -9%[59 µM], GLS inh 20% and BAZ2B inh 1%.
`CCN1CCc2nc3sc(C(=O)N4CCc5ccccc5C4)c(N)c3cc2C1` gave RGS4 inh -26%, 12-LOX inh inconclusive, PI4K2A block -24, ERG Ets-DNA blk -2%, JMJD2A Tudor 79µM*, HP1b chromo inh -19%, G9a inh 20µM*, GLS inh 2% and BAZ2B inh inconclusive.
Screening COc1ccc(C(=O)N2CCN(c3cnn(-c4ccccc4)c(=O)c3Cl)CC2)cc1 returned RGS4 inh 5%, 12-LOX inh -2%, PI4K2A block -4, ERG Ets-DNA blk 4%, JMJD2A Tudor -2%, HP1b chromo inh 39%, G9a inh -1%, GLS inh -2% and BAZ2B inh 14%.
`O=C(OCc1ccccc1)N1CCC2CC1c1cc(-c3ccc(F)cc3)ccc12` (stereo unspecified) gave RGS4 inh -16%, 12-LOX inh -24%, PI4K2A block -2, ERG Ets-DNA blk -13%, JMJD2A Tudor 37%[activator], HP1b chromo inh 96%[activator] and GLS inh 3%.
CCOc1cc(C2c3c(-c4ccc(Br)cc4)n[nH]c3C(=O)N2c2ccc(Cl)cc2)ccc1O (stereo unspecified) was read as RGS4 inh -14%, 12-LOX inh -15%, PI4K2A block 1, ERG Ets-DNA blk 12%, JMJD2A Tudor -21%, HP1b chromo inh 28%, G9a inh -3%[59 µM] and GLS inh 10%.
Cc1ccc(-n2c(C)cc(/C=C(\C#N)C(=O)Nc3ccc(C)c(C)c3)c2C)cc1 was read as RGS4 inh 16%, 12-LOX inh inconclusive, PI4K2A block 2, ERG Ets-DNA blk 1%, JMJD2A Tudor -5%, HP1b chromo inh 17%, G9a inh -13%[59 µM], GLS inh 1% and BAZ2B inh -13%.
`COc1ccc(Cl)cc1C(=O)Nc1ccc2c(c1)OCO2` gave RGS4 inh -5%[11.4 µM], 12-LOX inh -15%, PI4K2A block -1, ERG Ets-DNA blk -3%, JMJD2A Tudor -8%[57.1 µM], HP1b chromo inh 18%, G9a inh -5%[59 µM], GLS inh -5% and BAZ2B inh 3%.
Screening CCCCCCOC(=O)C1=C(C)NC(=O)NC1c1ccc(O)cc1 (stereo unspecified) returned RGS4 inh -45%, 12-LOX inh 0%, PI4K2A block -12, ERG Ets-DNA blk -3%, JMJD2A Tudor 0%, HP1b chromo inh 20%, G9a inh inconclusive, GLS inh 13% and BAZ2B inh 6%.
Screening CN1CCN(C(=O)C2CCCN(c3ncnc4c3nc3n4CCCCC3)C2)CC1 (stereo unspecified) returned RGS4 inh -7%, 12-LOX inh 10%, PI4K2A block -4, ERG Ets-DNA blk 2%, JMJD2A Tudor 2%, HP1b chromo inh 52%[activator], G9a inh -6%, GLS inh 0% and BAZ2B inh -9%.
COc1ccc(Nc2ncc(C(=O)N3CCC(C(N)=O)CC3)c3ccccc23)cc1 was read as RGS4 inh -8%, 12-LOX inh -25%, PI4K2A block 3, ERG Ets-DNA blk 7%, JMJD2A Tudor -8%, HP1b chromo inh 3%, G9a inh 18%, GLS inh -7% and BAZ2B inh 7%[57.1 µM].
Cc1cccc(C)c1-n1ncc(C(=O)N2CCN(c3ccccn3)CC2)c1C1CCN(C(=O)OC(C)(C)C)CC1 was read as RGS4 inh 21%, 12-LOX inh inconclusive, PI4K2A block 0, ERG Ets-DNA blk 9%, JMJD2A Tudor -18%, HP1b chromo inh 15%, G9a inh -33%[59 µM], GLS inh -9% and BAZ2B inh -4%[57.1 µM].
